Apoferritin bind: binds horse apoferritin like a general anesthetic. P02791. apoferritin/1-aminoanthracene competitive binding, fluorescence. Potency, µM (titrated, usually from 77.5 µM), inactives show top-dose activity change, negative = displacement, most hits filed as inhibitors. 350,000 tested, 0.074% active. AID 485281; note: % is set by controls: 0 for no effect and ±100 for the full control effect; nearly all actives have a fitted effect of over 20% in size
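Horse-spleen apoferritin (10 uM) was mixed with 50% saturated 1-aminoanthracene in PBS, exposed to compounds for 10 min at room temperature, and read for fluorescence (ex 380 nm, em 535 nm). Competitive displacement was fitted with a four-parameter Hill equation.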
BAZ2B inh: blocks human BAZ2B | AID 504333 | 360,000 tested, 4.4% active | Potency, µM (highest dose often 114 µM), without a hit: top-dose activity change, negative = inhibition, hits mostly inhibitors | AlphaScreen BAZ2B-H3K14Ac peptide displacement; note: % is set by controls: 0 for no effect and ±100 for the full control effect; nearly all actives have a fitted effect of over 60% in size
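Inhibition is scored as reduced AlphaScreen emission. The BAZ2B/b-H3(5-23)K14Ac complex (50 nM each) in PBS pH 7.4, 0.01% Tween-20 meets compound (up to 110 uM) for 30 min at RT before bead addition.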
APE1 inh: blocks human APE1 abasic DNA cleavage; recombinant APE1, TAMRA/BHQ-2 abasic DNA cleavage fluorescence; AID 2517; Potency, µM (doses to about 65.8 µM), without a hit: at the top dose activity change, negative = inhibition, most hits filed as inhibitors; 350,000 tested, 0.35% active; P27695;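 note: plate controls were vehicle for no effect and reference inhibitor for full effect; nearly all actives have a fitted effect of over 55% in size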
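Readout is kinetic fluorescence (ex 525, em 598 nm) from cleavage of 50 nM TAMRA/BHQ-2 THF abasic duplex by 0.75 nM APE1, compound added 15 min beforehand at RT.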
Pol kappa inh: blocks human DNA polymerase kappa activity. Q9UBT6. purified Pol kappa, fluorescent DNA synthesis assay, 10 min. Potency, µM (doses to about 107 µM), without a hit: at the highest dose activity, negative = inhibition, actives largely listed as inhibitors. 400,000 tested, 0.53% active; note: % is set by controls: 0 for no effect and ±100 for the full control effect
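Readout: fluorescence, taken kinetically at 0 and 10 min. Conditions: 10 nM Pol kappa, 15 min RT compound preincubation, 50 nM substrate final. Controls: enzyme-free buffer wells.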
Pol iota inh: DNA polymerase iota (human) inhibition; Pol iota fluorescent replication assay, 10 min; Potency, µM (series often up to 115 µM), for inactives: at the top dose activity, negative = inhibition, hits mostly inhibitors; 390,000 tested, 1% active
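Pol iota at 10 nM preincubated 15 min with compounds at room temperature; reaction started with fluorescent substrate, 50 nM final. Fluorescence read kinetically at 0 and 10 min; buffer-only wells as negative control.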
Pol beta inh: blocks human DNA polymerase beta activity; P06746; Pol beta primer extension/strand displacement, fluorescence kinetic; Potency, µM (doses to about 114 µM), for inactives: at the top dose activity change, negative = inhibition, usual class: inhibitors; 340,000 tested, 1.3% active; AID 485314; note: % is set by controls: 0 for no effect and ±100 for the full control effect
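Curves were derived by four-parameter Hill fits of normalized qHTS data. The kinetic fluorescent primer-extension read was taken at 0 and 10 min after 50 nM substrate, following a 15 min room-temperature preincubation of 10 nM enzyme with compounds.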
BLM inh: blocks DNA unwinding by human BLM helicase. recombinant BLM DNA unwinding, fluorescence dequenching. Potency, µM (highest dose often 56.1 µM), inactives show at the highest dose activity change, negative = inhibition, usual class: inhibitors. 350,000 tested, 0.2% active. AID 2528;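 note: plate controls were vehicle for no effect and no enzyme for full effect; nearly all actives have a fitted effect of over 35% in size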
POLH inh: DNA polymerase eta (human) inhibition; Q9Y253; recombinant Pol eta, fluorescent DNA replication assay; Potency, µM (top dose mostly 114 µM), without a hit: top-dose activity change, negative = inhibition, actives largely listed as inhibitors; 390,000 tested, 1.2% active; AID 588591; note: % is set by controls: 0 for no effect and ±100 for the full control effect
Target sequence (Q9Y253 whole entry, looked up): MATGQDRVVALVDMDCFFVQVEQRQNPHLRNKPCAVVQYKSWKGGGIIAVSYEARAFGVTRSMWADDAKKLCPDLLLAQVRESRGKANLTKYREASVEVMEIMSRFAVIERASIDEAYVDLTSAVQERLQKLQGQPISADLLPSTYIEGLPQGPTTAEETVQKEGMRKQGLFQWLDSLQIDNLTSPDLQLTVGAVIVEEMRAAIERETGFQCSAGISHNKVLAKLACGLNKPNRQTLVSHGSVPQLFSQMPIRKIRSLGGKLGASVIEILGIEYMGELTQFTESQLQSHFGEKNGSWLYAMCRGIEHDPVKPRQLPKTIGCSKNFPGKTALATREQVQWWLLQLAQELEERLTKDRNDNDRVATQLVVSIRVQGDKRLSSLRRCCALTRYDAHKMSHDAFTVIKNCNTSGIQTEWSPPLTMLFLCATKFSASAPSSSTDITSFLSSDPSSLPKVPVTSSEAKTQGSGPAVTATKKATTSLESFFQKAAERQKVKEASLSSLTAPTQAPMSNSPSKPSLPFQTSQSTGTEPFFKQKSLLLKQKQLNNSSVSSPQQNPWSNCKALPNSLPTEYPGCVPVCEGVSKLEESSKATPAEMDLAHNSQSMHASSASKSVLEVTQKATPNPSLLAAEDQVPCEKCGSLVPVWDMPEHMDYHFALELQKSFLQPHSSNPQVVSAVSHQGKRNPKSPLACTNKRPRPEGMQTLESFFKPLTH
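Pol eta (10 nM) was preincubated with compounds for 15 min at room temperature, after which fluorescent replication substrate (50 nM final) was added to start the reaction. Fluorescence was read kinetically at 0 and 10 min.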
G9a inh: blocks human histone lysine methyltransferase G9a. G9a H3K9 monomethylation, AlphaScreen, 2 h. Q96KQ7. Potency, µM (titrated, usually from 102 µM), for inactives: at the highest dose activity, negative = inhibition, most hits filed as inhibitors. 350,000 tested, 8.8% active; note: % is set by controls: 0 for no effect and ±100 for the full control effect; nearly all actives have a fitted effect of over 75% in size
Target sequence (Q96KQ7 913-1193 limits assumed): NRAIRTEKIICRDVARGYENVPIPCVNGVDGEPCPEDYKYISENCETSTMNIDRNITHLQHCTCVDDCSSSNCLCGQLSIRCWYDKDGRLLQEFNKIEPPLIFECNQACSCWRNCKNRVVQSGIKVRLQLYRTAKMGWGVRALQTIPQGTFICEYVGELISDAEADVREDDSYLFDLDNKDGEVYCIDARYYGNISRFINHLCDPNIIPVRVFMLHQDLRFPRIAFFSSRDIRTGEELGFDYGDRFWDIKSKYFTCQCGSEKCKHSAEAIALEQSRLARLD
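Methyltransferase reactions run at room temperature for 2 h (20 nM enzyme, 500 nM biotin-H3K9 peptide, 20 uM SAM) after a 15 min compound preincubation; product detected by AlphaScreen beads and anti-H3K9me1 antibody.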
Numbers without * were called inactive; ? = inconclusive; . = not tested or not shown; & = joins results of further samples; [ ] = another dose, or the depositor's remark. Calls come from the whole dose curve; as a rule, active = well fitted curve in the direction sought with a large enough effect; inconclusive = small, poorly fitted or top-dose-only effect, or another doubt; inactive = no such curve, though single readings can be large; an effect the other way counts as inactive or inconclusive. Potency is the fitted concentration of half-maximal effect. This is a subset; the hit share may differ from the screen's.

structure	Apoferritin bind	BAZ2B inh	APE1 inh	Pol kappa inh	Pol iota inh	Pol beta inh	BLM inh	POLH inh	G9a inh
O=C(CSc1cccc2cccnc12)N/N=C/c1ccc(O)cc1	6%	-11%	-2%	-10%	13%	-5%	-1%	0%	5%
O=C(NCc1ccc(F)cc1)c1ccc2c(c1)N(Cc1ccc(F)cc1Cl)C(=O)CS2	-3%	1%	.	?	?	22%	1%	-13%	?
CCOC(=O)C1CCCN(CC(=O)Nc2nccs2)C1 (centres undefined)	-15%	-17%	42%	1%	133%[activator]	29%	-1%	-21%	-19%
CN1CC(=O)N(CC(=O)NCc2ccc3c(c2)OCO3)C1=O	-9%	8%	-3%	4%	-7%	8%	-1%	-11%	20%
CC(=O)c1c(C)n(CC(=O)NCc2ccco2)c2ccccc12	-6%	-19%	1%	-6%	-24%	10%	0%	-1%	8%
CC(C(=O)N1CCN(c2ccc(Cl)cc2)CC1)c1ncc(C(F)(F)F)cc1Cl (centres undefined)	?	-7%	-2%	-20%	-12%[58.9 µM]	6%	-5%	-11%	-1%
CCC(C)NC(=O)CSc1nc2n[nH]c(C)c2c(=N)n1-c1ccc(OC)cc1 (centres undefined)	78%[activator]	43%[activator]	0%	0%	-8%	33%	-8%	-14%	17%[2.33 µM]
CN(C)C(=O)CSc1nnc([C@H](Cc2ccccc2)NC(=O)OC(C)(C)C)o1	-3%	0%	-1%	-3%	192%[activator]	1%	-3%	-22%	40µM*
Cc1ccc(C)c(NC(=O)C(Sc2cccc[n+]2[O-])c2ccccc2)c1 (centres undefined)	-3%	-1%	11%	-20%	121%[activator]	21%	-2%	-13%	45µM*
CCn1nc(C(=O)OC(C(=O)c2c[nH]c3ccccc23)c2ccccc2)c2ccccc2c1=O (centres undefined)	?	-7%	-5%	-22%	-18%[58.9 µM]	?	-9%	-8%	-40%[59 µM]
COc1cc(O)c(CCC(=O)c2ccc(OC)c(OC)c2)c(OC)c1	-8%	?	-8%	-6%	-1%	-3%	-2%	-12%	.
CN1CCN(c2ccc(S(=O)(=O)N3CCOCC3)cc2NC(=O)CSCc2ccccc2)CC1	.	.	31%	-4%	11%	.	.	-4%	.
COC(=O)[C@H]1[C@@H](C)N(CCc2cc(OC)c(OC)c(OC)c2)C(=O)N[C@H]1c1ccccc1	.	.	0%[12.4 µM]	-5%	43%[activator]	.	0%[12.4 µM]	-24%	.
COc1ccc(NC(=O)C/C(C)=N/NC(=O)C(=O)Nc2cccc(Cl)c2C)c(OC)c1	?	27%	8%	10%	52%[activator]	21%	-11%	-11%	56µM*
CCCOc1ccc(NC(=O)c2c(-c3ccccc3)noc2C)cc1	-3%	-1%	0%	-16%	-10%	2%	2%	-4%	-3%
CSc1ccccc1NC(=O)Cn1c(-c2cscn2)nc2ccccc21	-10%	-4%	3%	-3%	14%	1%	-1%	-13%	-10%[59 µM]
COc1cccc(NC(=O)Nc2ccc3c(c2)CCC3)c1	-18%	-4%	-13%	-8%	7%	?	-10%	-1%	21%
CCCCC(=O)Nc1ccc(F)c(Cl)c1	?	13%	-10%	0%	8%	-6%	3%	4%	-23%
CC(=O)N[C@@H](Cc1c[nH]c2ccccc12)C(=O)OCc1cc(C(F)(F)F)cc(C(F)(F)F)c1	.	-37%	-18%&5%&-4%	?	?	?	-16%	-16%	4%[12.7 µM]
COc1ccc2c(c1)c1c(c(=O)n(CCc3ccccc3)c(=O)n1Cc1ccc(F)cc1)n2C	39%[activator]	-9%	.	-13%	2%	-8%	-8%	-11%	-29%[59 µM]
O=C(c1cc(COc2ccc(F)cc2F)on1)N1CCSCC1	-16%	-31%	3%	8%	25%	-21%	-2%	-19%	9%
COc1ccccc1NS(=O)(=O)c1ccc2oc(SC)nc2c1	1%	-14%	57%[activator]	-15%	127%[activator]	20%	-2%	-6%	5%
O=C(/C=C/c1ccccc1[N+](=O)[O-])OC1CCCCC1=O (centres undefined)	-10%	-18%	-3%	3%	27%	-1%	-5%	-6%	-1%
CCc1cc(-c2n[nH]c(CCC(=O)O)c2-c2nc3ccccc3n2C)c(O)cc1O	-7%	-25%	3%	-8%	?	24%	-3%	?	7.1µM*
CC(C(=O)NC1CCCC1)N1CCN(S(=O)(=O)c2ccc(C(C)(C)C)cc2)CC1 (centres undefined)	.	2%	28%	-5%	10%	.	.	0%	-9%[12.7 µM]
COc1ccccc1CNC(=O)CCNC(=O)N1CC(=O)Nc2ccccc21	-2%	-10%	2%	-13%	41%[activator]	3%	0%	-16%	-17%
CSc1ccccc1C(=O)C1CCCN(C(=O)c2csnn2)C1 (centres undefined)	-15%	18%	2%	7%	6%	7%	3%	-12%	-2%
Cc1ccc(NC(=O)C/C(N)=N/O)cc1C	-17%	0%	-6%	8%	24%	24%	-2%	-11%	25%
O=C(N/N=C/c1cccnc1)c1cc(O)c(O)c(O)c1	-3%	45µM*	?	?	?	?	-14%	-18%	32µM*
COc1cc(C2C(C#N)=C(N)N(N(C)C)C3=C2C(=O)CCC3)cc(OC)c1OC (centres undefined)	2%	-15%	49%[activator]	-9%	100%[activator]	7%	-2%	-9%	17%
CCN1CC=C2C(C#N)=C(N)C(C#N)(C#N)C(c3cc(Cl)ccc3Cl)C2C1 (centres undefined)	83%[activator]	?	-4%	-12%	?	5%	-3%	0%	?
NC(=O)C(F)(F)C12OC3C4C5CC(C6C5C3C61)C42 (centres undefined)	?	5%	0%	-7%	13%	6%	-1%	-6%	7%[2.33 µM]
O=C(CCc1ccc(S(=O)(=O)N2CCOCC2)cc1)Nc1ccc(F)cc1[N+](=O)[O-]	.	.	-2%	-13%	42%[activator]	.	.	-8%	.
CCOc1ccc(-c2nn3c(-c4ccc(OC)cc4)nnc3s2)cc1	-5%	-4%	-1%	.	.	13%	0%	.	?
O=C1CC(c2ccc(F)cc2)C2=C(CCCC2=O)N1 (centres undefined)	-4%	9%	17%	-15%	13%	-1%	-1%	1%	-10%
CC(C)(C)OC(=O)N1CCC2(CC1)Oc1ccc(F)cc1C(=O)C21CC(c2cccnc2)=NO1 (centres undefined)	-19%	-20%	-2%	-8%	5%	2%	-7%	-16%	-46%[59 µM]
Cc1ccc(C(=O)NCCNC(=O)c2cccnc2)cc1	-2%	4%	2%	4%	-14%	0%	-4%	-19%	-6%
Cc1cc(/C=C2/NC(=S)NC2=O)c(C)n1-c1cccnc1	-15%	?	4%	-11%[60.1 µM]	?	?	-10%	?	?
CC1=C(c2ccc(C)cc2)[N+](=O)C(C)(C)N1[O-]	-2%	-13%	2%	8%	21%	1%	-4%	-10%	2%
CCCn1c(=O)c(C(=O)NCCc2ccc(Cl)cc2)c(O)c2ccccc21	-3%	43%[activator]	17%	-11%	-14%	-2%	-10%	-1%	139%[activator]
CCN(CC(=O)NC1CC1)S(=O)(=O)c1ccc(C)cc1	-1%	-1%	1%	-13%	43%[activator]	39%	1%	8%	23%
O=[N+]([O-])c1cc(-c2nc(-c3ccccc3)no2)ccc1N1CCOCC1	-10%	-2%	.	-6%	18%	-2%	-1%	-17%	-42%[59 µM]
CCC(/C=C/C(C)C1CCC2C3CC=C4CC(O)CC[C@@]4(C)C3CC[C@@]12C)C(C)C (some centres undefined)	-1%	.	1%	-5%[60.1 µM]	.	.	1%	.	.
O=C(COC(=O)c1ccc2[nH]c3c(c2c1)CCCC3)Nc1ccccc1	?	-28%	-4%	-5%	28%	3%	-1%	-15%	?
COc1ccc(C(=O)N(CCCO)C(C)C(=O)NC2CCCCC2)cc1OC (centres undefined)	-9%	19%	3%	-14%	-10%[58.9 µM]	4%	2%	4%	20%

Some of the entries so far, with two lines to a compound.
The line under a structure holds: Apoferritin bind	BAZ2B inh	APE1 inh	Pol kappa inh	Pol iota inh	Pol beta inh	BLM inh	POLH inh	G9a inh
CC(=O)c1c(C)n(CC(=O)NCc2ccco2)c2ccccc12
  -6%	-19%	1%	-6%	-24%	10%	0%	-1%	8%
O=[N+]([O-])c1cc(-c2nc(-c3ccccc3)no2)ccc1N1CCOCC1
  -10%	-2%	.	-6%	18%	-2%	-1%	-17%	-42%[59 µM]
Cc1ccc(NC(=O)C/C(N)=N/O)cc1C
  -17%	0%	-6%	8%	24%	24%	-2%	-11%	25%

(continued)
structure	Apoferritin bind	BAZ2B inh	APE1 inh	Pol kappa inh	Pol iota inh	Pol beta inh	BLM inh	POLH inh	G9a inh
Cc1csc(NC(=O)c2cc3ccccc3o2)n1	.	9%	2%	-18%	0%	.	.	-8%	2%[12.7 µM]
Cc1ccc(Cn2cccc(NC(=O)NC3CCCCC3)c2=O)cc1	?	-24%	-2%	-11%	14%	23%	-6%	-15%	-20%
COc1cc(NC(=O)C(C)Oc2ccccc2)ccc1NC(=O)COc1ccccc1 (centres undefined)	9%	-16%	-4%	-13%	7%	-10%	-10%	-15%	-10%
CCN(CC)CCCNC(=O)c1sc2ncn(CC(=O)Nc3ccc(C)c(Cl)c3)c(=O)c2c1C	-21%	2%	24%	-15%	0%	42%[activator]	1%	-8%	0%
COc1cc(C2C(C#N)=C(C)NC3=C2C(=O)CC(C)(C)C3)cc(OC)c1O (centres undefined)	-4%	-5%	0%	-1%	0%	1%	0%	-12%	-31%[59 µM]
Cc1cc(C(=O)N2CCN(c3ccccc3)CC2)no1	-6%	4%	-5%	-11%	-13%[58.9 µM]	15%	-1%	-2%	-2%[59 µM]
CCC(C)(C)n1nnnc1C(c1ccc(C)cc1)N1CCCC1 (centres undefined)	-18%	-8%	-1%	-6%	-13%	8%	2%	-12%	-2%
CC1=C(c2ccc(C(C)C)cc2)S(=O)(=O)N=C1N1CCN(C(=O)c2ccco2)CC1	?	-18%	33%	?	50µM*	-16%	-4%	-19%	14%

Screening results from PubChem.
